High-throughput results (PubChem)
DENV2 CPE rescue: inhibitors of DENV2 cytopathic effect, primary screen, cell-based, plate reader, single concentration | DENV2-infected cells, cytopathic effect rescue | CPE inhibition, % at 9.99 µM | hit rate 1.7% among 350,000 | AID 651640, 2012; in the data active = CPE inhibition above about 20%, passing the limit was not always enough; inconclusive = no clear call, values can overlap the other calls; tested in BHK-21 cells;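 also: 0% = median of neutral control wells and 100% = median of positive control wells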
Statin myotox sup: suppressors of statin myotoxicity in C2C12 myotubes, primary screen, cell-based, single point, plate reader; hit rate 0.78% among 330,000; AID 602340, 2012; rescue of ATP level, % at 7.49 µM; C2C12 myotubes + simvastatin, ATP luminescence, 48 h; scaled: DMSO 0, geranylgeraniol control 100;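 active = mean ATP rescue above about 67%, or every replicate alone reaching that limit, limit read from the data, passing the limit was not always enough; inconclusive = no clear call, values can overlap the other calls; inactive = mean under the limit and some replicate under it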;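 also: myotubes were challenged with 10 µM simvastatin during compound exposure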
E-sel inducer: E-selectin induction in HUVECs, primary screen, imaging, HUVEC, immunofluorescence imaging, single point; P16581; normalized: neutral wells 0, TNF-alpha wells 100; activation, % at 7.58 µM; hit rate 0.37% among 260,000;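 active = mean E-selectin-positive cell signal at least 10% of the positive control, reached in at least 60% of replicates, without over 20% cell loss; inconclusive = no rule given, readout overlaps actives, possibly toxicity-flagged; inactive = the rest, including those meeting only one limit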;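 also: in these data hits start at about 27%; measured in HUVEC primary endothelial cells; signal is the percent of cells scored E-selectin positive by PE staining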
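Read-out basis: % PE-positive cells; Test system: HUVEC primary endothelial cells; Technique: immunofluorescence imaging; Dosing: single-point compound dose.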
SIRT5 inh: SIRT5 desuccinylase inhibitors, primary screen, biochemical, fluorescence imaging, single point, set 5. NAD-dependent protein deacylase sirtuin-5, mitochondrial (Homo sapiens), Q9NXA8. Purified SirT5, succinyl-peptide AMC, trypsin-coupled fluorescence. inhibition, % at 15 µM. hit rate 1.1% among 330,000. AID 652115, 2013; in the data active = inhibition above about 15%; inconclusive = no clear call, values can overlap the other calls
Target sequence (Q9NXA8 whole entry, looked up): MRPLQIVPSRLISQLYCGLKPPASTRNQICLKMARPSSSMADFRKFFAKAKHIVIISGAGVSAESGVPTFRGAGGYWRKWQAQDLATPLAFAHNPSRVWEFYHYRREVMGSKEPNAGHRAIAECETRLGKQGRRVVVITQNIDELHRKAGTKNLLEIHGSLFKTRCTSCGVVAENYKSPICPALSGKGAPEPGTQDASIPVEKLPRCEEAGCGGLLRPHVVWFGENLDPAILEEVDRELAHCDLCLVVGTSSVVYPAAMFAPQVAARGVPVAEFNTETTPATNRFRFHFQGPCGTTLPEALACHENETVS
PglD inh: C. jejuni PglD acetyltransferase inhibitors, primary screen, biochemical, DTNB colorimetric, single point; UDP-N-acetylbacillosamine N-acetyltransferase PglD (Campylobacter jejuni); purified PglD enzyme, DTNB colorimetric CoA detection; inhibition, % at 12.5 µM; hit rate 0.098% among 360,000; in the data active = inhibition above about 16%, passing the limit was not always enough; inconclusive = no clear call, values can overlap the other calls; also: strong numbers were not always called active
ERp5 inh: inhibitors of ERp5-driven insulin aggregation, primary screen, biochemical, turbidity, absorbance 650 nm, single point. AID 651711, 2012. 90 min. inhibition, % at 9.99 µM. hit rate 0.05% among 350,000. Protein disulfide-isomerase A6 (Homo sapiens), Q15084;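 active = mean replicate inhibition above about 25%, with every replicate also reaching it, limit read from the data, passing the limit was not always enough; inconclusive = only one of those two criteria met; inactive = neither criterion met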
Target sequence (Q15084 whole entry, looked up): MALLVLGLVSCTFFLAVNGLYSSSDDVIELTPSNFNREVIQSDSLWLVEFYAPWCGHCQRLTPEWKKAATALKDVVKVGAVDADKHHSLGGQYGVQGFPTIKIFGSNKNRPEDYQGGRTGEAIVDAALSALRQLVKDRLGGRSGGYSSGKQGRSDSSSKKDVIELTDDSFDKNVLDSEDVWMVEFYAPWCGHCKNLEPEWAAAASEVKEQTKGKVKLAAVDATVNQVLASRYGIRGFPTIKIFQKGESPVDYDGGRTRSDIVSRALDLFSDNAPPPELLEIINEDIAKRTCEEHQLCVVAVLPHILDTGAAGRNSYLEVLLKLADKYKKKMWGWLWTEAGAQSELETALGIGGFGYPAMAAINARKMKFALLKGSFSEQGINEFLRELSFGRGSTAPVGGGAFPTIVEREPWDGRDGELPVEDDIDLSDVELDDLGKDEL
S100A4 inh HTS: inhibitors of S100A4-myosin IIA peptide binding, primary screen, biochemical, fluorescence polarization, TAMRA-MyoIIA peptide. inhibition, % at 10.7 µM. AID 652163, 2013. hit rate 0.14% among 360,000;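 active = mean inhibition of at least 70% across replicates, with every replicate also reaching that level; inconclusive = mean inhibition reaches 70% but some replicates fall short; inactive = mean inhibition below 70%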
Target sequence (P26447 whole entry, looked up): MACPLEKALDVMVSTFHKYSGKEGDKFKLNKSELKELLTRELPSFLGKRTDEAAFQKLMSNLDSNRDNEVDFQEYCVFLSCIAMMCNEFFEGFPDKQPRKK
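Compound dosing: one dose per compound; test system: human S100A4 monomer with TAMRA-labelled myosin IIA peptide; probe or stimulus: TAMRA-labelled myosin IIA heavy-chain peptide probe, 5 nM; medium: HEPES buffer with Ca2+, pH 7.2; schedule: 5 min incubation before reading; benchmarks: neutral control DMSO, positive control TFP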
* hit, by the source's call; u = inconclusive; x = no result given; & = joins results of further samples. These rows are one share of the data; rates above refer to the full screens.

SMILES	DENV2 CPE rescue	Statin myotox sup	E-sel inducer	SIRT5 inh	PglD inh	ERp5 inh	S100A4 inh HTS
CCC1CCCCN1C(=O)c1sc2nc(C)nc(N(CC)CC)c2c1C (centres undefined)	-3.4	x	x	-1.9	x	1.1	5.7
C/C(CC(=O)Nc1cc(Cl)ccc1C)=N\NC(N)=O	8.0	x	0.3	-5.6	4.7	2.7	3.2
COc1cccc(C=Cc2nccc3ccccc23)c1OC	-4.2	-25.6	-3.3	-3.5	-1.1	6.7	-0.2
O=C(NCc1ccc2c(c1)CCO2)Nc1cccc(C(F)(F)F)c1	-9.5	x	0.1	-2.9	1.9	6.3	-6.3
CC1CC(C)C(=NNC(N)=O)C(C(O)CC2CCC(=O)NC2=O)C1 (centres undefined)	-15.2	47.3	-0.3	-3.5	-3.0	0.0	-4.2
C[C@H]1CN([C@@H](C)CO)C(=O)c2cccc(NC(=O)c3ccc(-c4nccs4)cc3)c2O[C@H]1CN(C)Cc1ccc(-c2ccccc2)cc1	-3.3	-78.3	0.0	11.2	-4.1	20.3	-5.6
O=Cc1ccc(-n2cccn2)cc1	-3.4	1.8	1.1	-1.2	-7.4	3.8	4.6
CN(C)CCCNC(=O)C[C@@H]1CC[C@@H]2[C@H](COc3ccc(NS(C)(=O)=O)cc3C(=O)N2C)O1	3.5	18.7	0.0	-3.6	0.2	-1.1	-25.4
Cc1cc(C(=O)N/N=C/c2ccc([N+](=O)[O-])o2)c(C)o1	-0.5	x	x	0.3	x	2.2	3.3
O=C(NC(N1CCOCC1)C(Cl)(Cl)Cl)c1ccco1 (centres undefined)	6.2	x	x	6.3	x	3.8	1.5
COc1cc(/C=C/c2cccc[n+]2C)ccc1OCC(=O)Nc1ccccc1	2.9	61.3	0.6	0.8	1.2	1.8	-1.1
CCC(=O)Nc1cccc(C2=NOC3(C2)C[C@@H](C(N)=O)N(C(=O)c2ccc(OC)cc2)C3)c1 (some centres undefined)	5.6	-1.8	0.2	-3.4	-2.8	3.2	-0.2
CN(Cc1ccccc1)CC(O)COc1ccc(CNCCc2cccnc2)cc1 (centres undefined)	x	x	0.7	-0.9	x	-0.9	-16.7
CC(=O)[C@H]1[C@H](C#N)C[C@H]2[C@@H]3CC=C4C[C@@H](O)CC[C@]4(C)[C@H]3CC[C@@]21C	0.3	8.0	-0.4	2.1	6.2	-2.5	-0.6
NC1=NC(=O)/C(=C\c2ccco2)S1	u	x	x	8.5	x	-0.4	-1.8
S=c1nccc(-c2ccc3c(c2)CCO3)[nH]1	1.2	x	0.0	-4.5	0.1	2.0	-2.7
COc1ccc(OC)c(-c2nn(-c3ccccc3)cc2C(=O)NCC(c2ccco2)N2CCCC2)c1 (centres undefined)	15.0	3.7	x	2.4	0.0	-7.8	18.3
COc1ccc(S(=O)(=O)N2CCOCC2)cc1NC(=O)CN1C(=O)NC2(CCCCC2C)C1=O (centres undefined)	-5.0	-6.8	x	-1.2	-1.9	-14.0	4.3
Cc1cc(-c2ccc(S(=O)(=O)N3CCN(c4cccc(C(F)(F)F)c4)CC3)s2)on1	3.3	-12.2	1.3	-2.8	x	-2.3	-3.6
C[C@H](CO)N1C[C@H](C)[C@H](CN(C)S(=O)(=O)c2ccccc2)Oc2ccc(NS(C)(=O)=O)cc2CC1=O	-3.2	-9.2	-2.7	-3.2	2.7	-10.1	2.2
Clc1ccc(-c2nnc(SCc3nc4ccccc4s3)o2)cc1	12.0	x	x	1.0	x	-0.4	2.4
C/C=C/c1ccc2c(c1)O[C@@H](CN(C)C(=O)c1ccccc1F)[C@@H](C)CN([C@H](C)CO)S2(=O)=O	3.4	6.5	0.0	-3.1	1.6	3.7	7.3
CO[C@@H]1CN(C)C(=O)c2cc(NC(=O)C3CCOCC3)ccc2OC[C@@H](C)N(Cc2ccc(F)cc2)C[C@H]1C	1.0	13.2	0.0	-1.9	1.4	0.8	-7.9
COc1cccc(S(=O)(=O)Nc2ccc3c(c2)C(=O)N(C)C[C@H](OC)[C@@H](C)CN(Cc2ccccc2F)[C@H](C)CO3)c1	-10.0	15.3	-0.3	x	-0.9	-3.9	1.5
COc1c(C)cc(C(=O)C2CCCN(C(=O)/C=C/c3ccccn3)C2)cc1C (centres undefined)	3.0	1.2	-0.2	-6.4	-9.4	-0.7	-5.1
C[C@@H](NC(=O)C[C@@H]1CC[C@H]2[C@@H](COC[C@H](O)CN2C(=O)Nc2ccccc2)O1)c1ccccc1	113.2*	18.3	0.2	-0.3	0.6	-27.1	-0.8
COc1ccc(S(=O)(=O)N2c3ccc(F)cc3CCC2C)cc1 (centres undefined)	-3.8	x	0.5	0.9	8.3	-0.4	-0.5
C[C@@H]1CN([C@H](C)CO)C(=O)c2cc(C#CC3(O)CCCC3)cnc2O[C@H]1CN(C)C(=O)Cc1ccccc1	-7.2	-25.3	0.3	-2.3	-1.8	-1.9	7.7
Cc1cc(N2CCCC2=O)ccc1S(=O)(=O)Nc1c(C)nn(C)c1C	-0.3	-9.9	x	-0.6	-1.2	-1.4	-2.1
C[C@@H]1CCCCO[C@@H](CN(C)Cc2ccncc2)[C@H](C)CN([C@H](C)CO)C(=O)c2cc(NC(=O)c3ccccc3)ccc2O1	-2.0	19.5	0.0	3.5	2.0	-9.0	0.0

Three compounds drawn at random from those above:
SMILES	DENV2 CPE rescue	Statin myotox sup	E-sel inducer	SIRT5 inh	PglD inh	ERp5 inh	S100A4 inh HTS
COc1ccc(S(=O)(=O)N2c3ccc(F)cc3CCC2C)cc1 (centres undefined)	-3.8	x	0.5	0.9	8.3	-0.4	-0.5
COc1cccc(C=Cc2nccc3ccccc23)c1OC	-4.2	-25.6	-3.3	-3.5	-1.1	6.7	-0.2
Cc1cc(N2CCCC2=O)ccc1S(=O)(=O)Nc1c(C)nn(C)c1C	-0.3	-9.9	x	-0.6	-1.2	-1.4	-2.1

Carrying on.
SMILES	DENV2 CPE rescue	Statin myotox sup	E-sel inducer	SIRT5 inh	PglD inh	ERp5 inh	S100A4 inh HTS
Cc1ccccc1S(=O)(=O)NCC[C@H]1CC[C@H](NS(=O)(=O)c2ccccc2C)[C@@H](CO)O1	-5.9	0.1	-0.2	0.9	6.1	2.6	14.6
COc1ccc(NC(=O)N(C)C[C@H]2Oc3ccc(NC(=O)CCCCCC(=O)Nc4ccccc4N)cc3CC(=O)N([C@H](C)CO)C[C@@H]2C)cc1	-2.9	x	0.1	x	x	3.0	8.9
CCOC(=O)c1c(C)nc(C)c(C(=O)OCC)c1-c1ccc(OC)cc1	-2.8	-0.1	x	25.6*	0.8	2.1	0.2
CC1CCCC(C)N1c1ccc(S(=O)(=O)N2CCOCC2)cc1Cl (centres undefined)	-8.2	3.1	x	-0.4	-4.5	0.6	1.9
OCCC1CN(CCCc2ccccc2)CCN1CCc1ccccc1 (centres undefined)	3.9	20.8	0.1	-1.9	3.7	0.7	1.3
Nn1c(SCC(=O)Nc2ccc3c(c2)OCCO3)nnc1-c1ccncc1	-1.4	3.5	x	1.2	2.8	4.2	20.5
CCCNC(=O)N1CC2(CCN(C)CC2)c2c([nH]c3cc(OC)ccc23)[C@H]1CO	u	x	-0.8	x	x	3.2	19.9
Cc1ccccc1Nc1nc(NCc2ccco2)c2ccccc2n1	13.4	-39.3	0.3	-10.0	-5.7	0.8	1.6
Cc1noc(C)c1NC(=O)N(C)C[C@H]1Oc2ccc(NC(=O)Cn3cnnn3)cc2C(=O)N([C@H](C)CO)C[C@@H]1C	10.0&-4.1	-15.4&-1.8	17.2&0.3	-13.7&0.0	0.3&-2.6	-3.6&7.8	-30.3&1.9
CC(C)c1ccc(/C=C/C(=O)O)cc1	0.1	16.0	0.6	-3.5	-0.3	2.3	-2.3
O=C(Cn1cc(CNC(=O)C2CCCCC2)nn1)Nc1cc(C(F)(F)F)ccc1Cl	-3.6	-10.9	0.0	x	-1.5	0.5	8.4
O=C(Nc1cccc(Cl)c1)c1cc([N+](=O)[O-])ccc1N1CCN(CCO)CC1	-4.9	-5.1	x	-2.5	0.4	1.1	-3.1
Cc1cccc(N2CCN(C(=O)Cc3ccc(-n4c(=O)[nH]c5ccsc5c4=O)cc3)CC2C)c1 (centres undefined)	2.5	x	x	-2.3	2.3	-0.9	9.3
O=C(NCc1ccccc1)C1CCCN1S(=O)(=O)c1cccc2cccnc12 (centres undefined)	17.2	7.2	x	x	-0.6	1.4	0.0
COc1ccc(-c2nnc(CSc3nc4ccccc4c(=O)n3C)o2)cc1OC	0.3	x	x	-4.8	x	-3.1	-4.9
COC(=O)CC1(C(=O)OC)Nc2cc(Cl)c(Cl)cc2S(=O)(=O)N1O (centres undefined)	-4.1	3.6	-0.1	-2.1	-1.1	-0.1	0.9
COc1ccccc1OCCCCCCN1CCN(C)CC1	7.8	x	0.0	-16.9	x	2.8	-3.5
COc1ccc(OC)c(CN2CCCC(C(=O)c3ccccc3SC)C2)c1 (centres undefined)	0.8	4.3	x	-2.1	x	-2.3	-4.5
CC(C)NC(=O)N1[C@@H](CO)[C@@H]2c3ccccc3N(C(=O)Nc3ccc(F)cc3)C[C@@H]21	-0.7	5.1	-0.2	-0.3	1.3	4.2	10.3
CN1CCN(c2ccccc2NC(=O)Cc2ccc(Cl)cc2)CC1	5.9	-37.0	x	-2.6	2.9	-2.4	1.4
Fc1cc(F)c(NC(=S)N2CCOCC2)c(F)c1	3.4	5.4	-0.2	-0.1	-3.9	0.6	0.2
COc1ccccc1C(=O)NCCC(=O)N(Cc1ccco1)Cc1cccs1	-3.4	-0.3	0.1	-3.2	2.4	-2.0	-2.5
CCOc1ccc(N(CC(=O)NC(C(C)C)C(C)C)S(=O)(=O)c2ccc(OC)c(OC)c2)cc1	11.8	x	x	-1.8	x	2.6	3.4
Cn1c(N)c(C(=O)COC(=O)c2ccccc2C(=O)c2ccccc2)c(=O)n(C)c1=O	0.5	-3.9	2.5	-4.3	-1.8	2.5	-3.5
O=C(c1ccc(OC2CCN(Cc3ccccn3)CC2)cc1)N1CCCC(O)C1 (centres undefined)	-1.1	x	1.5	-3.1	x	-1.5	4.0
C/C=C/c1cnc2c(c1)C(=O)N([C@H](C)CO)C[C@@H](C)[C@@H](CN(C)S(=O)(=O)c1ccccc1F)O2	-2.9	18.8	0.1	-0.8	-2.8	-0.1	2.3
O=C(C[C@@H]1C=C[C@H](NS(=O)(=O)c2ccc(F)cc2)[C@@H](CO)O1)NCc1ccc(Cl)c(Cl)c1	-1.8	10.7	0.5	0.3	0.6	0.5	4.0
O=C1CCN(Cc2ccc(O)cc2)CCN1CCO	u	-0.7	-0.2	2.8	-3.5	0.9&3.0	-3.8&3.8
COc1cccc(/C=N/NC(=S)NC2CC3CCC2C3)c1OC (centres undefined)	-6.2	28.6	1.5	-2.5	x	-6.7	-3.8
Cc1cc(N/N=C/c2ccc(F)cc2)nc(-n2nc(C)cc2C)n1	-9.0	x	x	-1.9	2.3	3.3	1.7
O=C(C[C@H]1C=C[C@H](NC(=O)C2CCC2)[C@@H](CO)O1)NCc1ccccc1Cl	-3.3	-2.1	-0.2	-3.2	0.8	-9.2	6.7
COc1ccccc1S(=O)(=O)N(C)C[C@H]1OCc2cnnn2CCCC(=O)N([C@H](C)CO)C[C@H]1C	u	-4.5&1.1&1.9	-0.1&0.1	-0.3&-1.0	-5.3&3.9	4.8&-3.2	1.6&9.5
